Dengue-2 NS5 capping: Dengue-2 NS5 methyltransferase inhibitors, primary screen, biochemical, confirmation dose response (AID 588689); inhibition, % at 25 µM; hits with a dose series show IC50 in µM; Genome polyprotein (Dengue virus type 2 (strain 16681-PDK53)); 0.3% of 340,000 active; Dengue-2 NS5 methyltransferase capping enzyme assay, biochemical; higher % means a stronger effect; in the data active = a potency from the dose series
Numbers without * were called inactive. Only part of the results is shown. The share of hits here may be higher or lower than overall.

SMILES	Dengue-2 NS5 capping
CC(C)CCC(=O)Nc1cc(S(=O)(=O)N2CCOCC2)ccc1N1CCCC1	6%
COc1ncnc2c1ncn2CCCN(C)CCc1ccccn1	2%
COC(=O)C[C@@H]1C[C@@H]2c3cc(NS(=O)(=O)c4ccc(F)cc4)ccc3O[C@@H]2[C@@H](CO)O1	-5%
N#CC(c1ccccc1)C(CC(=NO)c1ccccc1)c1ccccc1 (stereo not given)	2%
O=C(CCCN1C(=O)/C(=C\c2cccc(Br)c2)SC1=S)Nc1ccc(C(=O)O)cc1	1%
CC1=C(C(=O)N(C)C)CC(CC(=O)NCc2cccc3ccccc23)C(=O)N1CCCN1CCCC1=O (stereo not given)	2%
COc1ccc(NC(=O)CN(C)C(=O)c2ccc(S(=O)(=O)N3CCOCC3)cc2)cc1	-3%
CCC(=O)c1cn(CC(=O)Nc2ccc(F)cc2)c2ccccc12	-3%
Cc1ccc(S(=O)(=O)NCCCCCCNS(=O)(=O)c2ccc(C)cc2)cc1	-4%
COc1ccc(OC(=O)N(C)C[C@H]2OCc3cn(nn3)CCCC(=O)N([C@H](C)CO)C[C@@H]2C)cc1	7%
C[C@@H]1CN([C@@H](C)CO)C(=O)c2cc(/C=C/c3ccccc3)cnc2O[C@@H]1CN(C)S(=O)(=O)c1ccc(F)cc1	2%
CNC[C@@H]1Oc2cc(Br)ccc2S(=O)(=O)N([C@@H](C)CO)C[C@@H]1C	-7%
COc1ccc(CN(C)C[C@H]2OCCCC[C@@H](C)Oc3ccc(NC(=O)c4ccccc4)cc3C(=O)N([C@H](C)CO)C[C@@H]2C)cc1	-9%
CN(CC(=O)Nc1ccc(Cl)c(C(F)(F)F)c1)C(=O)C1CC(=O)N(c2ccc3c(c2)OCCO3)C1 (stereo not given)	-2%
COc1ccc(-c2[nH]nc3nc(N4CCN(C(=O)c5ccoc5)CC4)cc(C(F)(F)F)c23)cc1	5%
CC(C)(C)OC(=O)[C@H](Cc1ccccc1)NC(=O)c1[nH]cnc1C(=O)Nc1ccccc1F	1%
C[C@H]1CN([C@@H](C)CO)S(=O)(=O)c2ccc(Br)cc2O[C@@H]1CN(C)C(=O)Cc1cccnc1	-10%
O=C(COC(=O)CN1C(=O)C2CC=CCC2C1=O)Nc1cccc([N+](=O)[O-])c1 (stereo not given)	-4%
Cc1ccc(NC(=O)c2cc(S(=O)(=O)N3CCCCC3)ccc2N2CCOCC2)cc1	-5%
C[C@H](CO)N1C[C@H](C)[C@@H](CN(C)CC2CCOCC2)Oc2ncc(Br)cc2C1=O	-2%

4 of the compounds above, with each value named:
COc1ccc(-c2[nH]nc3nc(N4CCN(C(=O)c5ccoc5)CC4)cc(C(F)(F)F)c23)cc1
  Dengue-2 NS5 capping: 5%

CC(C)(C)OC(=O)[C@H](Cc1ccccc1)NC(=O)c1[nH]cnc1C(=O)Nc1ccccc1F
  Dengue-2 NS5 capping: 1%

C[C@H]1CN([C@@H](C)CO)S(=O)(=O)c2ccc(Br)cc2O[C@@H]1CN(C)C(=O)Cc1cccnc1
  Dengue-2 NS5 capping: -10%

O=C(COC(=O)CN1C(=O)C2CC=CCC2C1=O)Nc1cccc([N+](=O)[O-])c1 (stereo not given)
  Dengue-2 NS5 capping: -4%

Structures shown so far with two or more sulfur atoms, in the order listed:
SMILES	Dengue-2 NS5 capping
O=C(CCCN1C(=O)/C(=C\c2cccc(Br)c2)SC1=S)Nc1ccc(C(=O)O)cc1	1%
Cc1ccc(S(=O)(=O)NCCCCCCNS(=O)(=O)c2ccc(C)cc2)cc1	-4%

Returning to the listing, starting 3 compounds before the break.
SMILES	Dengue-2 NS5 capping
O=C(COC(=O)CN1C(=O)C2CC=CCC2C1=O)Nc1cccc([N+](=O)[O-])c1 (stereo not given)	-4%
Cc1ccc(NC(=O)c2cc(S(=O)(=O)N3CCCCC3)ccc2N2CCOCC2)cc1	-5%
C[C@H](CO)N1C[C@H](C)[C@@H](CN(C)CC2CCOCC2)Oc2ncc(Br)cc2C1=O	-2%
CC(C)CC(=O)Nc1nnc(SCC(=O)NC2CCCC2)s1	2%
CC(=O)Nc1ccc(NC(=O)CCCN2C(=O)C(c3ccccc3)Oc3cccnc32)cc1 (stereo not given)	-3%
Cc1c(C(=O)NC2CC(C)(C)NC(C)(C)C2)oc2c(Cl)cccc12	2%
O=C(Nc1ccc([N+](=O)[O-])cc1)c1cccc([N+](=O)[O-])c1	4%
CCN(CC)C(=O)C1=C(C)N(Cc2ccc(C(C)(C)C)cc2)C(=O)C(CC(=O)NC(c2ccccc2)c2ccccc2)C1 (stereo not given)	-3%
COCOCCn1cc(CN2CCS(=O)(=O)N(Cc3ccc(-c4ccc(Cl)nc4)cc3)C(CC(C)C)C2=O)nn1 (stereo not given)	6%
CS(=O)(=O)N(CC(=O)N1CCCC1)C1CCCCC1	0%
O=C(CNc1ccc(C(F)(F)F)cc1)Nc1cccc(S(=O)(=O)N2CCCCC2)c1	-3%
C[C@@H]1CN([C@@H](C)CO)C(=O)c2cc(-c3ccncc3)cnc2O[C@H]1CN(C)C(=O)c1cccc(F)c1	-3%
Cc1ccccc1NC(=O)CN1CCN(c2ccc(F)cc2)CC1	2%
Cc1ccc([C@@H]2CC(=O)[C@@H]3CN(S(=O)(=O)c4ccc(C)cc4)[C@H](c4cccc5ccccc45)C[C@@H]3N2S(=O)(=O)c2ccc(Cl)cc2)cc1	1%
Cc1ccc(S(=O)(=O)/N=C2\C=C(NS(=O)(=O)c3ccc(C)cc3)C(=O)c3ccccc32)cc1	31µM*
COc1cc(CN2CCC(C(=O)NC(C)(C)C)CC2)ccc1OCc1ccccc1	-1%
Cc1nc2ccccc2nc1CC(O)(c1ccccc1)c1ccccc1	-5%
Cc1cn([C@H]2C[C@H](O)[C@@H](CNCc3ccccc3OCCCN3CCOCC3)O2)c(=O)[nH]c1=O	1%
CCCCN(C(=O)c1cccc(-n2cnnn2)c1)c1c(N)n(CCCC)c(=O)[nH]c1=O	-5%
Cc1ccc(CCN2CC(C(=O)NC3CCC(C)CC3)CC2=O)cc1 (stereo not given)	3%
O=C(COC(=O)c1ccccc1)NCC1COc2ccccc2O1 (stereo not given)	-1%
Nc1nnc2cc(Br)ccc2n1	19%
Cc1ccc(S(=O)(=O)N2C[C@H]3C(=O)C[C@@H](c4ccccc4)N(S(=O)(=O)c4ccc(C)cc4)[C@H]3C[C@H]2c2cccc(Cl)c2)cc1	-3%
CCN(CC)C(=O)C1=C(C)N(CCC2=CCCCC2)C(=O)C(CC(=O)NCCc2ccccn2)C1 (stereo not given)	-1%
CCCn1c(C)cc(C(=O)CN2C(=O)NC3(CCCCCC3)C2=O)c1C	-7%
COc1ccc([C@H]2C[C@H](O)[C@@H](n3cc(COC(=O)c4ccccc4)nn3)CN2Cc2cccs2)cc1	2%
CSc1ccccc1NC(=O)CN(C)C(=O)CNC(=O)c1ccc(Oc2ccccc2)cc1	3%
C[C@@H]1CN([C@@H](C)CO)C(=O)CCCn2nncc2CO[C@H]1CN(C)C	1%
CCN(Cc1ccccc1)N=Nc1ccccc1	-1%
Cc1nnc(Cc2ccco2)c2n[nH]c(C)c12	12%
CCC[C@H]1CN(c2ccccc2)C(=O)[C@@H]1CC(=O)Nc1ccc(OC)cc1	0%
C[C@H](CO)N1C[C@H](C)[C@@H](CN(C)S(=O)(=O)c2ccc(-n3cccn3)cc2)OCc2cn(nn2)CCCC1=O	1%
COc1ccccc1CN1CCNC(=O)C1CC(=O)NCCCN1CCOCC1 (stereo not given)	2%
Cc1cccc(C(=O)Nc2ccc(C(=O)c3ccncc3)cc2)c1	-4%
CC1=C(C(=O)N(C)C)CC(CC(=O)NCCCN(C)C)C(=O)N1Cc1ccccc1 (stereo not given)	4%
CC1(C)Cc2c(sc(NC(=O)Cc3ccccc3)c2C#N)C(C)(C)N1	-8%
CC1Cc2nc(SCC(=O)N3CCCCC3)n(C)c(=O)c2S1 (stereo not given)	1%
c1ccc(COc2ncnc3c2ncn3CCCN2CCN(c3ncccn3)CC2)cc1	-2%
Cc1ccc(S(=O)(=O)N2CCN(C(=O)N3CCCCC3)CC2)c(C)c1	1%
COc1cccc(/C=C/C(=O)N2CCN(S(=O)(=O)c3ccccc3)CC2)c1	1%
CCOC(=O)c1c(NC(=S)SC)sc(C(=O)N2CCc3ccccc3C2)c1C	-3%
Cc1ccc(C(=O)OCC(=O)Nc2ccc(C)c(S(=O)(=O)N3CCCCC3)c2)o1	3%
CCCCN1C(=O)C(CC(=O)NCc2cccc3ccccc23)CC(C(=O)N(C)C)=C1C (stereo not given)	0%
CCCCN1C(=O)C(CC(=O)NCC2CCCCC2)CC(C(=O)N(CC)CC)=C1C (stereo not given)	-1%
COCCN(C(=O)COC(=O)C12CC3CC(CC(O)(C3)C1)C2)c1c(N)n(Cc2ccccc2)c(=O)[nH]c1=O	4%
O=C(CCNS(=O)(=O)c1ccc(F)cc1)N1CCN(c2ncccn2)CC1	-4%
CCCC#Cc1ccc2c(c1)O[C@H](CN(C)C(=O)CC1CC1)[C@H](C)CN([C@@H](C)CO)S2(=O)=O	-12%
CCN(CC)S(=O)(=O)c1ccc(SCC(=O)c2c(N)n(C3CC3)c(=O)[nH]c2=O)nc1	-4%
COc1ccccc1S(=O)(=O)N(C)C[C@@H]1OCc2cnnn2CCCC(=O)N([C@@H](C)CO)C[C@@H]1C	-2%
C[C@@H]1CN([C@H](C)CO)C(=O)CCCn2cc(nn2)CO[C@H]1CN(C)S(C)(=O)=O	-6%
Cc1cccc(CN(C)C[C@H]2OCc3cnnn3CCCC(=O)N([C@H](C)CO)C[C@@H]2C)c1	-5%
COc1cc2ccc(C=O)cc2cc1OC	1%
COc1ccc(C=C2NC(=O)NC2=O)cc1O	6%
C=CCn1c(SCC(=O)N2CCN(C(=O)OCC)CC2)nc2c([nH]c3ccccc32)c1=O	3%
C[C@H]1CN([C@@H](C)CO)C(=O)c2cc(C#Cc3cccnc3)cnc2O[C@H]1CN(C)Cc1ccc(F)cc1	-3%
CCOc1ccc(CCNC(=O)COC(=O)c2ccc(C)c(S(=O)(=O)N3CCOCC3)c2)cc1OCC	-1%
O=C(Nc1cc(S(=O)(=O)N2CCOCC2)ccc1OCC(F)(F)F)C1CCCC1	-6%
O=C1C(=Cc2ccncc2)CCCc2ccccc21	-21%
Cc1ccc(N(CC(=O)N2CCCCCC2)S(C)(=O)=O)c(C)c1	1%
COCCn1c(=S)[nH]c2cc(C(=O)NC3CCCC(C)C3C)ccc2c1=O (stereo not given)	2%
C[C@@H]1CN([C@@H](C)CO)C(=O)CCCn2nncc2CO[C@H]1CN(C)S(=O)(=O)c1ccc(-n2cccn2)cc1	-5%
O=C(COc1ccc([N+](=O)[O-])cc1)NNC(=O)C1COc2ccccc2O1 (stereo not given)	-1%
O=C(CNc1cccc(S(=O)(=O)N2CCCCC2)c1)Nc1ccc(C(F)(F)F)cc1	-2%

Other results.
SMILES	Dengue-2 NS5 capping
C[C@H](CO)N1C[C@H](C)[C@H](CN(C)S(C)(=O)=O)OCc2cnnn2CCCC1=O	-8%
C[C@@H]1CCCCO[C@@H](CN(C)Cc2ccncc2)[C@@H](C)CN([C@H](C)CO)C(=O)c2cc(NC(=O)c3ccccc3)ccc2O1	0%
NCC1C2CCC(O2)C1CO (stereo not given)	1%
C[C@@H]1CN([C@@H](C)CO)C(=O)c2cc(N(C)C)ccc2O[C@@H](C)CCCCO[C@@H]1CN(C)Cc1ccc2c(c1)OCO2	-1%
C[C@H](CO)N1C[C@H](C)[C@H](CN(C)C(=O)NC2CCCCC2)Oc2cc(-c3cccnc3)ccc2S1(=O)=O	-2%
CN(c1ccccc1)S(=O)(=O)c1cc(C(=O)NCc2ccco2)ccc1Cl	-2%
Nc1ccccc1SC(CC(=O)c1ccccc1)c1cccc([N+](=O)[O-])c1 (stereo not given)	-30%
CCOc1ccc(/C(O)=C2\C(=O)C(=O)N(c3ccccn3)C2c2ccccc2F)c(C)c1 (stereo not given)	7%
CC(CO)NS(=O)(=O)c1cccc(Cl)c1F (stereo not given)	-3%
CCCCCC(=O)N1C[C@H](O)[C@@H](n2cc(C3CC3)nn2)C[C@@H]1c1ccc(Cl)cc1	-10%
COc1ccc(CC(=O)Nc2ccc(S(=O)(=O)Nc3cc(C)nc(C)n3)cc2)cc1OC	-1%
Cc1cc(NC(=O)COC(=O)COc2ccc(Cl)c(C)c2)no1	1%
CCOc1ccc(S(=O)(=O)N2CCCCC2)cc1NC(=O)Cc1cc(OC)c(OC)c(OC)c1	-1%
CCCCCCNC(=O)O[C@]12C[C@@H](C(=O)OC)[C@@H](C(=O)OC)C[C@@]1(O)CN(S(=O)(=O)c1ccc(C)cc1)C2	-9%
Cc1nc(C(=O)O)cc([N+](=O)[O-])c1C	1%
CC1(C)N=C(N)N=C(N)N1c1cc(Cl)ccc1Cl	2%
COc1ccccc1N1CCN(S(=O)(=O)CCNC(=O)c2cccs2)CC1	-3%
COc1ccc(S(=O)(=O)Nc2ccc3c(c2)C(=O)N([C@@H](C)CO)C[C@@H](C)[C@H](CN(C)C(=O)CCCN(C)C)OCCCC[C@H](C)O3)cc1	3%
CCOc1ccc(-c2nc(CSCC(=O)NC3CCN(Cc4ccccc4)CC3)c(C)o2)cc1	3%
CC(C)C#Cc1cnc2c(c1)C(=O)N([C@@H](C)CO)C[C@@H](C)[C@H](CN(C)Cc1cccc(F)c1)O2	-2%
CC1(C)CC(=O)C=C(c2ccc(COC(=O)C(c3ccccc3)c3ccccc3)cc2)C1=O	1%
O=C(COC(=O)c1ccc(O)cc1)Nc1cc(S(=O)(=O)N2CCCCCC2)ccc1Cl	4%

High-throughput results as filed in PubChem BioAssay.
